GLA spleen mod – alpha-galactosidase A (human) modulation; P06280; human spleen homogenate, 4MU-alpha-Gal fluorescence, 40 min; Potency, µM (top dose mostly 80 µM), for inactives: at the top dose activity change, negative = inhibition, actives largely listed as inhibitors; 0.008% of 240,000 active;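 note: 0% = enzyme with vehicle and -100% = no enzyme basal signal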
Target sequence (P06280 32-429 limits assumed): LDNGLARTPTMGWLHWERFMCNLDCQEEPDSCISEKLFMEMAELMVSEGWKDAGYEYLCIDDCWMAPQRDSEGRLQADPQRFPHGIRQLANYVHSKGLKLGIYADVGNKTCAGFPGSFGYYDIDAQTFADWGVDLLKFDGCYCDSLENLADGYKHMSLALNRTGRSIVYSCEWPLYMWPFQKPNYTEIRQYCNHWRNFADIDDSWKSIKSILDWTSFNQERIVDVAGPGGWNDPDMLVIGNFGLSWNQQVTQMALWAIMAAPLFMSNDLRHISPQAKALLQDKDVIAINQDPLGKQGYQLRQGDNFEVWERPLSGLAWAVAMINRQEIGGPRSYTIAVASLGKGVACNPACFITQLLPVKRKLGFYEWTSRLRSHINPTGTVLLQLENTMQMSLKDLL
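Human spleen homogenate (1 ug) was the enzyme source, with 4-methylumbelliferyl-alpha-D-galactopyranoside (1 mM final) in pH 5.0 citrate buffer with 0.01% Tween-20. Compounds were titrated; after 40 min at 37C, NaOH/glycine stop, 4-MU fluorescence read; AC50 from Hill fits.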
SMN2 splice enh – increases expression of the SMN2 splice variant. HEK293 SMN2-luciferase splicing reporter, luminescence, 30-36 h. Potency, µM (highest dose often 46.1 µM), without a hit: top-dose activity change, positive = activation, usual class: activators. 2.8% of 210,000 active; note: % of control where 0% means no effect; nearly all actives have a fitted effect of over 55% in size
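HEK293 cells carry an SMN2 […]–luciferase reporter in which exon 7 inclusion puts luciferase in frame. Cells were plated 10-12 h before compound addition, then incubated 30-36 h at 37C. ONE-Glo luminescence was read; sodium butyrate at 4.5 mM final served as control.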
RGS12 GoLoco inh – blocks human Gai1 binding to RGS12 GoLoco peptide, red readout; Gai1:RGS12 GoLoco peptide FP, rhodamine, 10 min; 0.44% of 230,000 active; Potency, µM (titrated, usually from 61.6 µM), for inactives: top-dose activity, negative = inhibition, actives largely listed as inhibitors; AID 880; P63096; active = well fitted inhibition curve with a large enough effect, not every such curve was filed as active; inactive = no such curve, though single readings can be large or run the other way; note: % is set by controls: 0 for no effect and ±100 for the full control effect; nearly all actives have a fitted effect of over 30% in size; many of its hits are not listed in these tables
Target sequence (P63096 whole entry, looked up): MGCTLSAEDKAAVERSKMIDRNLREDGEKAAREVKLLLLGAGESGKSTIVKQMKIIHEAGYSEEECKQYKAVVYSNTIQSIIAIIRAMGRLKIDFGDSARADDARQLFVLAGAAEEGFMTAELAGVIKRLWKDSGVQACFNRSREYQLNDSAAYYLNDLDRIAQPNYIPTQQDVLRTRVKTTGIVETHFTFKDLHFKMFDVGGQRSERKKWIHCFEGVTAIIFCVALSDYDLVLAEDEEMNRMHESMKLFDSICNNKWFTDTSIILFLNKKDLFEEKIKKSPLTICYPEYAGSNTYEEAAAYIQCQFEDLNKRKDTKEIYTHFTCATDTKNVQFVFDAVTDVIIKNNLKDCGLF
JMJD2E inh – JMJD2E (human) inhibition. B2RXH2. JMJD2E catalytic domain, FDH-coupled NADH fluorescence (FDH is formaldehyde dehydrogenase). Potency, µM (highest dose often 57.1 µM), for the others: at the top dose activity change, negative = inhibition, usual class: inhibitors. 1.6% of 230,000 active; active = well fitted inhibition curve with a large enough effect, not every such curve was filed as active; inconclusive = small, poorly fitted or top-dose-only effect, or another doubt; inactive = no such curve, though single readings can be large or run the other way;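 note: 0% = wells with enzyme and -100% = buffer wells without enzyme; nearly all actives have a fitted effect of over 50% in size; many of its hits are not listed in these tables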
Target sequence (B2RXH2 1-337 limits assumed): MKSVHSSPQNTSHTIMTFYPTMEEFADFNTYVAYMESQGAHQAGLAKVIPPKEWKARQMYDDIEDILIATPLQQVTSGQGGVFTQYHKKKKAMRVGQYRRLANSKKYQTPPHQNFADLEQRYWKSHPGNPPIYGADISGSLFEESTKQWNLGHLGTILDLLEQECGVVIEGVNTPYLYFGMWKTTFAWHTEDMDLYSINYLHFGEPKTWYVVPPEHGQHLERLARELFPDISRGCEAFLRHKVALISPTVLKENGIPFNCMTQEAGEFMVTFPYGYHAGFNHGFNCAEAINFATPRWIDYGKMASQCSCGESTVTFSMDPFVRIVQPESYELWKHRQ
GAA glycogen mod – inhibitors or activators of human alpha-glucosidase glycogen cleavage. 0.38% of 300,000 active. Potency, µM (series often up to 76.4 µM), inactives show top-dose activity change, negative = inhibition, hits mostly inhibitors. P10253. recombinant GAA, glycogen substrate, Amplex Red glucose oxidase fluorescence. AID 2100;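 note: 0% = full enzyme reaction and -100% = no-enzyme basal signal; the screen sought inhibitors and activators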
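Natural-substrate format: glycogen cleavage by 4 nM human enzyme, glucose read by Amplex Red coupling (Ex 573, Em 610 nm). Normalized to enzyme and no-enzyme controls.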
GAA inh – alpha-glucosidase (human) inhibition | P10253 | purified human GAA, 4-MU-alpha-glucoside fluorescence | Potency, µM (series often up to 76.9 µM), for the others: at the highest dose activity change, negative = inhibition, most hits filed as inhibitors | 0.005% of 200,000 active | AID 1466;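 note: plate controls were uninhibited enzyme wells for no effect and no-enzyme background for full effect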
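AC50 values come from Hill fits of compound titrations (up to 77 uM) against 4 nM human enzyme. Substrate 4-methylumbelliferyl-alpha-D-pyranoside at 400 uM, pH 5.0 citrate buffer, 20 min room temperature; fluorescence Ex 365/Em 440 after alkaline stop.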
ALDH1A1 inh – inhibitors of human aldehyde dehydrogenase 1A1; 7.3% of 220,000 active; Potency, µM (highest dose often 75.3 µM), without a hit: at the top dose activity, negative = inhibition, most hits filed as inhibitors; Purified ALDH1A1, NADH fluorescence, propionaldehyde substrate; P00352; active = well fitted inhibition curve with a large enough effect, not every such curve was filed as active; inconclusive = small, poorly fitted or top-dose-only effect, or another doubt; inactive = no such curve, though single readings can be large or run the other way;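 note: plate controls were no enzyme wells and a reference inhibitor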
aGlu spleen mod – lysosomal alpha-glucosidase (human) modulation | human spleen homogenate, 4-MU-alpha-glucoside fluorescence | Potency, µM (series often up to 79.9 µM), without a hit: at the highest dose activity change, negative = inhibition, actives largely listed as inhibitors | 0.006% of 240,000 active;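 note: 0% = enzyme with vehicle and -100% = no enzyme basal signal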
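AC50 values come from Hill-equation fits of concentration-response data, normalized to no-enzyme and full-activity controls. Enzyme source: 1 ug human spleen homogenate; 1 mM fluorogenic 4-MU glucoside, pH 5.0 citrate buffer, 37 C, 40 min.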
* marks the source's active call; other numbers are inactive results; u = inconclusive; x = no result given; [ ] = remark or other dose. Unless noted, calls come from the whole dose curve; as a rule, active = well fitted curve in the direction sought with a large enough effect; inconclusive = small, poorly fitted or top-dose-only effect, or another doubt; inactive = no such curve, though single readings can be large; an effect the other way counts as inactive or inconclusive. Potency is the fitted concentration of half-maximal effect. A portion of the library; the hit share may differ from the screen's.

SMILES	GLA spleen mod	SMN2 splice enh	RGS12 GoLoco inh	JMJD2E inh	GAA glycogen mod	GAA inh	ALDH1A1 inh	aGlu spleen mod
COc1ccc(CCNS(=O)(=O)c2ccc3c(c2)OCCO3)cc1OC	8%	-36%[inhibitor]	0%	6%	3%	-13%	-1%	-9%
COCCNS(=O)(=O)c1cccn1-c1ncc(C(F)(F)F)cc1Cl	4%	-18%	-11%	-4%	2%	-4%	5%	-3%
Cc1noc(N)c1C1(O)C(=O)Nc2c(Cl)cc(Cl)cc21 (stereo not given)	2%	8%	9%	0%	-9%	2%	-4%	-4%
COc1ccc(CCN2C(=S)NC3CC2(C)Oc2ccc([N+](=O)[O-])cc23)cc1OC (stereo not given)	1%	-33%[inhibitor]	6%	2%	9%	-1%	-1%	3%
CC(C)CC(=O)c1c[nH]c(C(=O)NCc2cccs2)c1	2%	3%	8%	6%	-2%	0%	10%	3%
O=[N+]([O-])c1c(Nc2ccccc2O)cc(N2CCOCC2)c2nonc12	-3%	x	5%	-3%	-7%	x	x	-1%
O=S(=O)(Nc1nc2ccccc2nc1-[n+]1ccccc1)c1ccc(Cl)cc1	1%	5%	3%	10%	-2%	-2%	u	4%
CS(=O)(=O)N(CC(=O)Nc1ccccc1C(=O)NCc1ccco1)c1ccccc1F	2%	2%	-15%	-2%	20%	-4%	0%	6%
Nc1nc(SCC(=O)c2cccc([N+](=O)[O-])c2)n[nH]1	-2%	-9%	-6%	-11%	-14%	4%	u	-5%
COC(=O)c1nc(C(=O)OC)c(C(=O)OC)nc1C(=O)OC	-7%	-5%	-4%	4%	5%	0%	1%	-5%
Cn1c(=O)c2c(nc(CN3CCN(c4ccc(F)cc4)CC3)n2CCN2CCOCC2)n(C)c1=O	-4%	x	8%	2%	-7%	-7%	u	-2%
Cc1ccc([N+](=O)[O-])cc1NC(=O)CCc1ccccc1	1%	-4%	0%	4%	1%	-5%	1%	x
CCc1nc(SCc2ccc(C(=O)OC)o2)n[nH]1	14%	x	4%	6%	0%	x	0%	-5%
CC1(C)Oc2ccc3ccc(=O)oc3c2/C(=C/Nc2ccccn2)C1=O	1%	11%	0%	-1%	-7%	-2%	u	-1%
CC1(C)OC(=O)C(=NNc2ccc(O)cc2)C(=O)O1	-7%	x	x	6%	11µM*	-3%	-9%	-12%
S=C(NCc1ccco1)Nc1ccc(Cl)cc1	-5%	10%	8%	2%	-3%	-12%	u	-2%
COc1ccc2cc(C3CC(c4ccco4)=NN3S(=O)(=O)c3ccccc3)c(Cl)nc2c1 (stereo not given)	3%	9%	5%	3%	-2%	-4%	-7%	3%
O=C(Nc1ccc(CCC(=O)N2CCCC2)cc1)c1ncn[nH]1	6%	8%	1%	-5%	-5%	u	9%	-2%
Cc1cc(C)c2c(CN3CCOCC3)cc(=O)oc2c1	-20%	x	0%	4%	0%	x	x	2%
Cc1cnc(NC(=O)CSc2nnc(-c3ccccc3)n2Cc2ccccc2)s1	-4%	-22%	-15%	6%	-6%	-3%	-2%	-7%
CCOc1cc(N2CCOCC2)c(OCC)cc1NC(=O)CC12CC3CC(CC(C3)C1)C2	7%	-22%	-18%	0%	-13%	0%	4.5µM*	-4%
O=C(Nc1cnccn1)Nc1cccc(Cl)c1Cl	6%	-29%	8%	u	12%	8%	1%	0%
Cc1[nH]c2ccccc2c1SCC(=O)N1CCOCC1	-3%	-1%	-17%	-6%	-6%	-12%	13%	-8%
NC(=O)NN=C1C2CCCC1C(c1ccccc1)NC2c1ccccc1 (stereo not given)	-2%	x	8%	2%	-13%	x	x	-3%
C1CC(CN2CCOCC2)CN(Cc2nc(CC3CC3)no2)C1 (stereo not given)	-2%	x	11%	4%	4%	x	4%	-5%
Cc1ccc(NC(=O)c2ccc(-n3cccn3)c([N+](=O)[O-])c2)cc1C	3%	-8%	9%	0%	9%	1%	u	-2%
CCOc1nc(NCc2ccco2)nc(Nc2ccccc2F)n1	-3%	7.1µM*	-1%	14%	4%	-13%	8%	-5%
Cc1cc(C(=O)CSc2n[nH]c(N)n2)c(C)n1-c1cc(F)ccc1F	0%	13%	14%	4%	5%	-3%	u	12%
CCOC(=O)C1=C(Nc2ccc(Br)cc2)CC(C)(O)C(C(=O)OCC)C1c1ccccc1 (stereo not given)	5%	-7%	9%	0%	-14%	1%	-5%	7%
COc1ccc(C)cc1NC(=O)CNC(C)C(=O)Nc1cc(Cl)ccc1Cl (stereo not given)	-7%	-18%	6%	-4%	0%	-3%	u	1%
O=C(O/N=C\c1ccc(N2CCOCC2)c([N+](=O)[O-])c1)c1ccc(F)cc1	1%	-2%	6%	-4%	3%	-4%	u	1%
O=C(Nc1cccc(O)c1)c1ccc(C(=O)c2ccccc2)o1	0%	u	17%	-1%	10%	-5%	u	0%
c1ccc2c(-c3nc4ncccc4o3)cccc2c1	24%	6%	4%	u	2%	u	u	11%
Cc1ccc(NC(=O)Nc2cc(-c3ccccc3)nn2C)cc1Cl	0%	x	4%	-7%	0%	x	x	2%
COc1ccc2nc3ccccc3nc2c1NC(=O)c1ccc(Cl)cc1	-6%	9%	8%	1%	12%	-1%	17%	-5%
O=C(c1ccco1)N1CCN(c2cc(N3CCOCC3)c(F)cc2[N+](=O)[O-])CC1	-3%	-3%	4%	9%	-16%	-3%	-3%	7%

The list goes on, starting with the last 3 of the part before.
SMILES	GLA spleen mod	SMN2 splice enh	RGS12 GoLoco inh	JMJD2E inh	GAA glycogen mod	GAA inh	ALDH1A1 inh	aGlu spleen mod
Cc1ccc(NC(=O)Nc2cc(-c3ccccc3)nn2C)cc1Cl	0%	x	4%	-7%	0%	x	x	2%
COc1ccc2nc3ccccc3nc2c1NC(=O)c1ccc(Cl)cc1	-6%	9%	8%	1%	12%	-1%	17%	-5%
O=C(c1ccco1)N1CCN(c2cc(N3CCOCC3)c(F)cc2[N+](=O)[O-])CC1	-3%	-3%	4%	9%	-16%	-3%	-3%	7%
COc1ccc(NC(=O)CSc2nc3c(c(-c4cccs4)c2C#N)CN(C)CC3)cc1OC	3%	-10%	4%	-8%	5%	-5%	14µM*	-23%
CC(C)(C)c1nnc2cccc(Cl)n12	3%	1%	10%	-13%	-12%	5%	4%	1%
COc1ccccc1/C=C/C=N/NC(=O)c1cccs1	-9%	x	11%	-29%	-5%	x	x	-28%
N#Cc1c2nc3ccccc3nc2n2cc(NC(=O)c3ccc(F)cc3)ccc12	0%	u	-29%	2%	3%	14%	14%	-7%
c1ccc(-c2ccccc2OCCOCCN2CCNCC2)cc1	1%	-9%	-8%	u	-10%	3%	u	4%
Cn1nc([N+](=O)[O-])nc1Oc1ccccc1N	0%	-17%	1%	-1%	-14%	-15%	-4%	-4%
CS(=O)(=O)Oc1ccccc1/C=C1/N=C(c2ccc(F)cc2)OC1=O	-12%	-44%[inhibitor]	-3%	1%	7%	-2%	6%	-18%
CNC(=O)CSc1nnc(-c2cc(C)cc(C)c2)o1	2%	-23%	12%	10%	-2%	-4%	4%	-2%
CCn1c(=O)cc(OCC(=O)NCc2ccco2)c2ccccc21	1%	12%	2%	0%	0%	-11%	u	-4%
O=C(/C=C/c1ccccc1)Oc1coc(CSc2ncccn2)cc1=O	11%	4%	2%	2%	2%	-22%	-9%	4%
COc1ccc(OC)c(C(c2nnnn2Cc2ccccc2)N2CCN(C3CCCCC3)CC2)c1 (stereo not given)	-13%	5%	4%	0%	-1%	-10%	-3%	-15%
O=C(Nc1ccc(S(=O)(=O)Nc2nccs2)cc1)c1cccc(N2C(=O)c3ccccc3C2=O)c1	-3%	16%	18%	-3%	-4%	-2%	7.1µM*	-21%
CCCCC/C=C\C[C@H](O)/C=C/c1cccc(C[C@H](O)CCCCO)n1	8%	-16%	27%	u	-2%	u	u	-5%
Cc1cc(C)c(C#N)c(SCC(O)CS(=O)(=O)Cc2ccccc2)n1 (stereo not given)	-20%	-11%	1%	-2%	0%	-5%	28µM*	-7%
CCc1nc(NCC2CCCO2)c2oc3ccccc3c2n1 (stereo not given)	3%	-10%	3%	u	2%	-1%	-12%	3%
CC(=O)Nc1ccc(S(=O)(=O)N(CC(=O)O)Cc2ccccc2)cc1	1%	-12%	4%	3%	7%	-1%	1%	-5%
COc1ccc2nc(NC(=O)CCc3ccc(OC)c(OC)c3)sc2c1	4%	12%	-4%	-12%	3%	u	-2%	-7%
Cc1nn(-c2ccccc2)c(C)c1C(=O)OCC(=O)NC(=O)NC1CCCCC1	-15%	-12%	6%	1%	-9%	-6%	-7%	-21%
Cc1sc2ncnc(Nc3ccccc3)c2c1C	7%	-3%	-8%	18%	0%	-4%	10%	-8%
CCCC(=O)Nc1nc2nc(-c3ccccc3)cc(-c3ccccc3)n2n1	2%	6%	-2%	u	0%	u	u	0%
CCOC(=O)COc1ccc2c(c1)C(=O)CC(C)(C)O2	1%	-20%	-3%	u	7%	u	u	-1%
O=C(N/N=C/C=C/c1ccc(Br)cc1)C(O)c1ccccc1 (stereo not given)	4%	-5%	10%	26%	-8%	2%	2%	3%
CSCCC(NS(=O)(=O)c1ccc2c(c1)oc(=O)n2C)C(=O)NCc1cccs1 (stereo not given)	5%	x	-2%	-4%	3%	x	x	2%
Cc1ccccc1N1CCN(C(=S)c2ccc(-c3cccc([N+](=O)[O-])c3)o2)CC1	-2%	-7%	24%	-9%	-6%	-2%	8.9µM*	3%
CCOCCCNC(=O)CCNS(=O)(=O)c1ccc(C)cc1	0%	1%	8%	4%	3%	2%	7%	4%
Cc1nn(C)c(Cl)c1CN1CCN(C2CCCC2)C(CCO)C1 (stereo not given)	-12%	x	-7%	2%	5%	-9%	-4%	-4%
COc1ccc(NC(=O)CC2C(=O)N(C)C(=S)N2Cc2cccs2)cc1 (stereo not given)	2%	4%	-4%	-1%	-1%	-9%	0%	8%
CCNc1ccc(C(=O)N/N=C/c2c(C)nn(-c3ccccc3)c2N2CCCC2)cc1[N+](=O)[O-]	2%	-13%	14%	5%	-13%	0%	7%	3%
COc1ccc2c(=O)c3c(=O)n(Cc4ccco4)c(-c4ccc(C)cc4)nc3oc2c1	3%	-5%	-3%	-9%	-5%	-1%	u	7%
